FEN1 inh = blocks human flap endonuclease 1. P39748. Recombinant FEN1 flap cleavage, fluorescence, 15 min. Potency, µM (doses to about 114 µM), for the others: top-dose activity change, negative = inhibition, actives largely listed as inhibitors. hit rate 0.35% among 390,000; note: nearly all actives have a fitted effect of over 65% in size
Target sequence (P39748 whole entry, looked up): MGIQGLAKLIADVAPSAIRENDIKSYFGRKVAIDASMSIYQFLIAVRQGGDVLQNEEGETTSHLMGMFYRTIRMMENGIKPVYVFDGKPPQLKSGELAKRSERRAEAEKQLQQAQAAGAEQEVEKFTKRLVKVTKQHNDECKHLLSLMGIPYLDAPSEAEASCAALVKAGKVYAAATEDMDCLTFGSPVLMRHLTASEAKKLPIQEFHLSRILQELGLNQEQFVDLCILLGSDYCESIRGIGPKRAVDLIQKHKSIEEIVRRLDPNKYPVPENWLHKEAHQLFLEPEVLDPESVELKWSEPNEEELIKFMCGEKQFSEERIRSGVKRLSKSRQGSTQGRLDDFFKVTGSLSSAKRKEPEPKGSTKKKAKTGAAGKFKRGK
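Nuclease activity of 10 nM FEN1 was measured after 15 min of room-temperature exposure to titrated compounds, by adding 50 nM flap substrate and reading plates at 0 and 15 min.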
N370S GC = inhibits or activates N370S mutant glucocerebrosidase; hit rate 0.092% among 330,000; P04062; N370S GC spleen homogenate, 4MU-glucoside fluorescence; Potency, µM (highest dose often 59.4 µM), without a hit: at the highest dose activity change, negative = inhibition, hits mostly inhibitors;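 note: 0% = full enzyme activity and -100% = no enzyme basal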
TDP1 cell CPT = DT40-hTDP1 cell growth loss with CPT. Potency, µM (titrated, usually from 46.2 µM), for the others: at the highest dose activity change, negative = growth inhibition, hits mostly inhibitors. chicken DT40 Tdp1-/-;hTDP1 cells + 20 nM CPT, ATP luminescence, 48 h. hit rate 12% among 420,000; note: nearly all actives have a fitted effect of over 55% in size
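Chicken DT40 Tdp1-/- cells complemented with human TDP1, 400 cells/well, exposed to compounds plus 20 nM camptothecin for at least 48 h at 37 C; viability read as ATP content by CellTiter-Glo luminescence.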
* = called active by the depositor; ? = inconclusive; / = no result given; & = joins results of further samples. Calls come from the whole dose curve; as a rule, active = well fitted curve in the direction sought with a large enough effect; inconclusive = small, poorly fitted or top-dose-only effect, or another doubt; inactive = no such curve, though single readings can be large; an effect the other way counts as inactive or inconclusive. Unless noted, % is set by controls: 0 for no effect and ±100 for the full control effect; potency is the fitted concentration of half-maximal effect. The list is partial; the hit share may differ from the screen's.

SMILES	FEN1 inh	N370S GC	TDP1 cell CPT
COc1ccccc1CNC(=O)CCS(=O)(=O)c1ccc2c(c1)CC(C)N2C(=O)C1CC1 (stereo unspecified)	-3.2%&-0.6%	2.2%	20.6µM*
Cc1ccc(NC(=O)N[C@H](C(=O)O)C(C)C)c(C)c1	15.0%	-2.1%	-28.6%
CCN(CC)S(=O)(=O)c1ccc2c(c1)N(CC(=O)NCCCN1CCN(c3ccc(OC)cc3)CC1)C(=O)CO2	2.7%	/	-23.4%
Oc1ccccc1/C=N/N1CCCCC1	9.3%	-2.4%	1.0%
CCC1(CCC(C)C)SC(N)=NC1=O (stereo unspecified)	-2.5%	/	1.7%
COc1cccc(CC(=O)OCC(=O)NNC(=O)c2ccc(Br)cc2)c1	-3.3%	/	4.8%
COC(=O)N/N=C/C1=CCC2CC1C2(C)C (stereo unspecified)	-9.4%	7.4%	4.5%
CC(C)c1nc(CN2CCCCC2)cc(=O)[nH]1	-2.1%	-1.5%	-0.4%
O=c1c2c3c(sc2nc2n1N=C(c1cccs1)CS2)CCCC3	-4.7%	4.5%	?
CCN(CC)c1ccc(NC(=O)CSc2ccsc2[N+](=O)[O-])c(C)c1	1.6%	7.8%	?
Cc1noc(C)c1-c1nc(N2CCNCC2)c2ccccc2n1	/	-4.7%	?
CCC(=O)N1c2ccccc2CC1C(=O)NCCN1CCN(c2ccccc2F)CC1 (stereo unspecified)	-3.3%	/	?
Cc1cc(C)c(C#N)c(SCc2cc3c(cc2Cl)OCO3)n1	-2.2%	14.0%	-11.4%
Cc1cc(C)cc(NC(=O)c2ccc(CNc3c(N4CCOCC4)c(=O)c3=O)cc2)c1	-20.1%	-9.9%	1.7%
O=C(NCCCc1ccccc1)C1CCN(c2nnc(-n3cccc3)s2)CC1	-12.2%	1.8%	?
CNC(=O)/C(C#N)=C1\SC(Cc2ccc(F)cc2)C(=O)N1c1ccccc1C (stereo unspecified)	-7.5%	1.3%	-22.0%
Cc1ccc(C)c(CN2CCSCC2)c1	10.3%	-25.4%	-7.8%
CCOC(=O)c1cc(-c2ccccc2C)nn1Cc1cc(CC)no1	-1.3%	-4.2%	-27.1%
O=C(C1=C(O)C(=O)N(CCN2CCOCC2)C1c1ccc([N+](=O)[O-])cc1)c1cc2ccccc2o1 (stereo unspecified)	14.6%	-6.4%	5.5%
COCCn1c(-c2ccco2)csc1=Nc1cccnc1	-22.4%	-1.8%	-10.4%
Cc1ccc([N+](=O)[O-])cc1NC(=O)CCSc1ccc(Cl)cc1	-15.8%	10.9%	-15.5%
O=C(CC1SC(=O)N(c2ccccc2)C1=O)Nc1cccc2ccccc12 (stereo unspecified)	-0.7%	-7.8%	3.26µM*
O=C(NCc1ccco1)c1ccc(COc2ccc(Cl)cc2)cc1	10.5%	5.9%	-6.9%
COCCN1Cc2cccc(C(=O)NC(C)c3cccs3)c2C1=O (stereo unspecified)	1.4%	-2.0%	-23.1%
Cn1ccnc1SCC(=O)Nc1ccccc1	-0.7%	2.7%	1.1%
CC(OC(=O)c1cc(S(=O)(=O)N2CCOCC2)ccc1F)C(=O)NCC1CCCCC1 (stereo unspecified)	-0.4%	/	-10.8%
Cc1ccc(C(=O)c2ncc[nH]2)cc1	-8.2%	-23.4%	15.6%
CCN1CCN(S(=O)(=O)Cc2ccccc2)CC1	-2.7%	5.3%	2.6%
Cc1ccc(NC(=O)C(=O)NCC2CCN(C(=O)c3cccc([N+](=O)[O-])c3)CC2)cc1	0.1%	-9.0%	?
CCOC(=O)c1nn(-c2ccccc2C)c(=O)cc1OCC(=O)Nc1cccc(OC)c1	-15.3%	2.8%	-22.1%

Entries of single compounds, quoted from the list. Order of screens: FEN1 inh	N370S GC	TDP1 cell CPT
Cc1ccc([N+](=O)[O-])cc1NC(=O)CCSc1ccc(Cl)cc1 as listed: -15.8%	10.9%	-15.5%
Cn1ccnc1SCC(=O)Nc1ccccc1 as listed: -0.7%	2.7%	1.1%

Next entries
SMILES	FEN1 inh	N370S GC	TDP1 cell CPT
CCOC(=O)C1CCN(C(=O)CCNS(=O)(=O)c2ccc3c(c2)CCN3C(=O)CC)CC1	-4.6%	-1.6%	-3.2%
COc1ccc(-c2ccc3oc(-c4ccc(OC)cc4)c(-c4ccc(OC)cc4)c3c2)cc1	-13.5%	/	?
COc1ccc(NC(=O)CC2Oc3ccccc3NC2=O)c(OC)c1 (stereo unspecified)	-1.4%	-10.4%	5.2%
Cc1ccc(S(=O)(=O)NCCc2ccc(S(N)(=O)=O)cc2)cc1	12.7%	5.6%	-12.4%
COc1cc2c(cc1OC)-c1c(OC)c(OC)cc3ccnc(c13)C2=O	7.94µM*	-3.7%&8.7%	4.11µM*
COc1c(OC)c2occc2c2oc(=O)ccc12	/	-2.5%	-26.8%
CCCc1cc(=O)[nH]c(SCC(=O)N2CCN(c3ccccc3)CC2)n1	-5.0%&17.3%	-16.6%	-22.4%&-17.6%
CCc1ccc2oc(-c3ccc(C)c(NC(=O)COc4ccccc4Cl)c3)nc2c1	1.3%	/	-9.0%
NC(=S)NC1CCS(=O)(=O)C1 (stereo unspecified)	-3.3%	1.1%	2.9%
COC(=O)c1ccc2[nH]c(C3(O)CCCCC3)c(C)c2c1	-5.3%	/	?
O=C(Cn1cnc2ccccc2c1=O)NC1CCCc2ccccc21 (stereo unspecified)	1.0%	0.3%	-25.3%
CC1=CN2C(=NC(=O)CC2(C)C(=O)N(CC(=O)NC2CCCC2)Cc2ccccc2)C=C1 (stereo unspecified)	3.7%	?	5.2%
Cc1cccc(NC(=O)CN(C)S(=O)(=O)c2ccc3c(c2)CCC(=O)N3)c1C	-8.6%	/	-12.6%
CCNc1nc(NC(C)C)nc(Nn2cnnc2)n1	-11.7%	3.3%	4.0%
O=C(CCc1ccccc1)Nc1ccccc1C(=O)N1CCOCC1	16.5%	-13.8%	-0.6%
CC(C)CC(=O)Nc1ccc(Nc2ccccc2)cc1	10.1%	12.1%	-17.9%
Cc1cc(C)c(NC(=O)Cn2c(=O)n(Cc3ccc4c(c3)OCO4)c(=O)c3ccccc32)c(C)c1	-4.1%	/	-26.7%
O=C(O)CSCC(=O)Nc1ccc(C(F)(F)F)cc1	-2.4%	2.6%	17.9%
Cc1cc(NC(=O)CN2C(=O)CCSc3ccccc32)no1	7.5%	7.2%	0.1%
Cc1cc2c(cc1S(=O)(=O)N1CCCCC1)OCC(=O)N2	2.7%&8.9%	-4.3%	-11.6%&-25.2%
O=C(CSc1nc2cc(Cl)ccc2s1)NCC1CCCO1 (stereo unspecified)	-1.8%	/	-3.7%
COc1ccc(S(=O)(=O)NCCc2cn3nc(C)c(C)nc3n2)cc1	0.2%	?	-11.0%
CC(=NNC(=O)c1ccc(NS(=O)(=O)c2cccs2)cc1)c1ccc(OCC(N)=O)cc1	-8.2%	/	-2.5%
CC1(C)CC(=O)c2c(O)cc(OCC(=O)Nc3ccc(CCO)cc3)cc2O1	-0.9%	-12.5%	14.6µM*
Nc1ncnc2c(C3OC(CO)C(O)C3O)scc12 (stereo unspecified)	-17.1%	/	0.0116µM*
CCn1c(CN2CCC(C)CC2)nc2cc(NC(=O)COc3ccc([N+](=O)[O-])cc3)ccc21	1.2%	/	-20.2%
CC(C)c1cc(-c2cc(-c3ccc(Cl)cc3)on2)nc(NC2CCCC2)n1	2.4%	0.2%	-21.5%
Cc1ccc(C(=O)Nc2nc3nc(-c4ccccc4)cc(=O)n3[nH]2)cc1	13.9%&8.2%	15.6%	-26.1%&-21.5%
CC(C)Cc1ccc(/C=C/C(=O)N2CCOCC2)cc1	3.5%	-17.5%	-27.1%
CC(=O)N1CCN(c2ncnc3sc(-c4ccccc4)cc23)CC1	?	-4.0%	?
Nc1cc(N)nc(SCc2cc([N+](=O)[O-])cc3c2OCOC3)n1	3.6%	-9.0%	?
O=C(O)CCC(=O)N(Cc1ccccc1)Cc1ccccc1	5.4%	-8.0%	-9.0%
CC(C)c1ccc(-c2noc(SCC(=O)N3CCCCC3C)n2)cc1 (stereo unspecified)	-3.0%	/	?
N#Cc1nc(-c2ccccc2F)oc1NCc1cccc2c1OCO2	3.5%	24.3%	-16.4%
O=C(CSc1n[nH]c(=O)[nH]c1=O)N1CCCCCC1	4.5%	-18.2%	?
CC(C)N1CC2=C(OC(N)=C(C#N)C2c2cccnc2)/C(=C/c2cccnc2)C1 (stereo unspecified)	-12.1%	10.2%	1.5%
NC(=S)N/N=C/c1cccc(Br)c1	1.8%	0.6%	?
COc1ccc(N2CCN(C(=O)C3Cc4ccccc4N3C(C)=O)CC2)cc1 (stereo unspecified)	14.4%	/	?
COC(=O)CCC(NS(=O)(=O)OCC(Cl)(Cl)Cl)c1ccccc1 (stereo unspecified)	9.8%	-7.0%	-27.6%
O=C(O)C1C2C=CC3(CN(C/C=C/c4ccccc4)C(=O)C13)O2 (stereo unspecified)	-7.6%	-20.8%	1.3%
CCN(CC)c1ccc(C2NC(=O)NC(C)=C2C(=O)Nc2ccccc2)cc1 (stereo unspecified)	0.2%	0.6%	-14.5%
Cc1ccc(CNC(=O)C2CCN(S(=O)(=O)c3ccc4c(c3)CC(C)N4C(=O)C3CC3)CC2)cc1 (stereo unspecified)	2.7%	-13.4%	-10.9%
CCOC(=O)[C@H]1[C@H]2COc3ccc(Br)cc3[C@H]2N2C(=O)CNC(=O)[C@@]12C	17.2%	/	-13.9%
CCOc1cc(C(=S)N2CCCCC2)ccc1OS(=O)(=O)c1ccc(Br)cc1	2.6%	-1.9%	20.6µM*
CCCCOc1cccc(C(=O)Nc2cccc(-c3nc4ncccc4o3)c2C)c1	-0.5%	/	?
CCn1c(=O)c(=O)n(CC)c2cc(S(=O)(=O)Nc3ccc(C)cc3)ccc21	-1.1%&14.7%	-1.4%	-4.6%&-19.9%

In the list so far, 18 have four or more nitrogen atoms.
SMILES	FEN1 inh	N370S GC	TDP1 cell CPT
CCN(CC)S(=O)(=O)c1ccc2c(c1)N(CC(=O)NCCCN1CCN(c3ccc(OC)cc3)CC1)C(=O)CO2	2.7%	/	-23.4%
Cc1noc(C)c1-c1nc(N2CCNCC2)c2ccccc2n1	/	-4.7%	?
CCC(=O)N1c2ccccc2CC1C(=O)NCCN1CCN(c2ccccc2F)CC1 (stereo unspecified)	-3.3%	/	?
O=C(NCCCc1ccccc1)C1CCN(c2nnc(-n3cccc3)s2)CC1	-12.2%	1.8%	?
Cc1ccc(NC(=O)C(=O)NCC2CCN(C(=O)c3cccc([N+](=O)[O-])c3)CC2)cc1	0.1%	-9.0%	?
CCCc1cc(=O)[nH]c(SCC(=O)N2CCN(c3ccccc3)CC2)n1	-5.0%&17.3%	-16.6%	-22.4%&-17.6%
CC1=CN2C(=NC(=O)CC2(C)C(=O)N(CC(=O)NC2CCCC2)Cc2ccccc2)C=C1 (stereo unspecified)	3.7%	?	5.2%
CCNc1nc(NC(C)C)nc(Nn2cnnc2)n1	-11.7%	3.3%	4.0%
COc1ccc(S(=O)(=O)NCCc2cn3nc(C)c(C)nc3n2)cc1	0.2%	?	-11.0%
CC(=NNC(=O)c1ccc(NS(=O)(=O)c2cccs2)cc1)c1ccc(OCC(N)=O)cc1	-8.2%	/	-2.5%
CCn1c(CN2CCC(C)CC2)nc2cc(NC(=O)COc3ccc([N+](=O)[O-])cc3)ccc21	1.2%	/	-20.2%
CC(C)c1cc(-c2cc(-c3ccc(Cl)cc3)on2)nc(NC2CCCC2)n1	2.4%	0.2%	-21.5%
Cc1ccc(C(=O)Nc2nc3nc(-c4ccccc4)cc(=O)n3[nH]2)cc1	13.9%&8.2%	15.6%	-26.1%&-21.5%
CC(=O)N1CCN(c2ncnc3sc(-c4ccccc4)cc23)CC1	?	-4.0%	?
Nc1cc(N)nc(SCc2cc([N+](=O)[O-])cc3c2OCOC3)n1	3.6%	-9.0%	?
O=C(CSc1n[nH]c(=O)[nH]c1=O)N1CCCCCC1	4.5%	-18.2%	?
CC(C)N1CC2=C(OC(N)=C(C#N)C2c2cccnc2)/C(=C/c2cccnc2)C1 (stereo unspecified)	-12.1%	10.2%	1.5%
CCN(CC)c1ccc(C2NC(=O)NC(C)=C2C(=O)Nc2ccccc2)cc1 (stereo unspecified)	0.2%	0.6%	-14.5%

Screening data (PubChem BioAssay)
